PLC-beta3 inh: human PLC-beta3 inhibitors, primary screen, biochemical, fluorescence | Purified PLC-beta3, fluorogenic substrate | 1-phosphatidylinositol 4,5-bisphosphate phosphodiesterase beta-3 (Homo sapiens), Q01970 | hit rate 0.18% among 370,000 | inhibition, % at 12.2 µM; in the data active means inhibition above about 11%;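 further: 0% = median of compound wells on plate and 100% = full blocker control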
UHRF1 MBD2 ctr: UHRF1 methylated DNA binding inhibitors, primary screen, counter-screen for MBD2 inhibitor project, biochemical, TR-FRET, human UHRF1, single concentration. UHRF1 binding to methylated oligo. E3 ubiquitin-protein ligase UHRF1 (Homo sapiens), Q96T88. hit rate 0.75% among 370,000. AID 687016, 2013. inhibition, % at 4.4 µM; in the data active means inhibition above about 21%;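 further: UHRF1 SRA domain binding a hemimethylated CpG hairpin DNA probe; 0% = median of test compound wells and 100% = reference inhibitor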
Target sequence (Q96T88 whole entry, looked up, the tested form may be a part): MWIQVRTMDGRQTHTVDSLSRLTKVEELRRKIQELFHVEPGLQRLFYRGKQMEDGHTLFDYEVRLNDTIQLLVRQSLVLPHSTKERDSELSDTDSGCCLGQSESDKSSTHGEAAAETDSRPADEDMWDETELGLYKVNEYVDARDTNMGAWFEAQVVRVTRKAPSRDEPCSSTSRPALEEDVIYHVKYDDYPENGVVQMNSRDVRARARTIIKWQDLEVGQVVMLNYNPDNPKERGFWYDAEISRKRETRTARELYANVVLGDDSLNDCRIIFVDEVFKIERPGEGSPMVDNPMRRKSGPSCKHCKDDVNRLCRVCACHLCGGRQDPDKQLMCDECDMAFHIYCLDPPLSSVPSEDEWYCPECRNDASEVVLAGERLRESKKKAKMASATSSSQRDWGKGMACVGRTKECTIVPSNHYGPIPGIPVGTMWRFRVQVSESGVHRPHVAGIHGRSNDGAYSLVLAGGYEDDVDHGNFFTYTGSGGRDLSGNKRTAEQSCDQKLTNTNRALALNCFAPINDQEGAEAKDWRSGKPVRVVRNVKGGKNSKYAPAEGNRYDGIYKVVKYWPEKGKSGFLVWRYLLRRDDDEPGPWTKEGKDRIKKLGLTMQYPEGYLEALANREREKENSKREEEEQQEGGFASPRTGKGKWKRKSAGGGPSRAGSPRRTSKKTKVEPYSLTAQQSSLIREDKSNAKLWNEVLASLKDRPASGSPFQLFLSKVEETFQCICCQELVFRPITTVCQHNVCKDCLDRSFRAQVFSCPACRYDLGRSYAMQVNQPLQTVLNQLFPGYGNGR
Tn6 DDE FP: inhibitors of Tn6 peptide binding to fibrin DD(E), primary screen, biochemical, fluorescence polarization, human fibrin, Tn6 probe | Fibrinogen beta chain (Homo sapiens), P02675 | Fibrin DD(E) TRITC-Tn6 fluorescence polarization displacement | inhibition, % at 8.3 µM | hit rate 0.21% among 370,000;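 active means inhibition above a per-campaign cutoff: mean of compounds within control limits plus 3 SD, cut at about 15% in these data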;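 further: 0% = median of all compound wells on the plate and 100% = blocking peptide control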
Tn7 DDE FP: inhibitors of Tn7 peptide binding to fibrin DD(E), primary screen, biochemical, fluorescence polarization, human fibrin, Tn7 probe | Fibrinogen beta chain (Homo sapiens), P02675 | FP displacement of FITC-Tn7 peptide from fibrin DD(E); 0% = median of compound wells per plate | inhibition, % at 8.3 µM | hit rate 0.13% among 370,000 | AID 720508, 2013;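 active means inhibition above the mean of compounds falling within the control limits plus 3 SD of them, cut at about 14% in these data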;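 further: 0% = plate median of compound wells and 100% = 10 µM Aha-Tn7 peptide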
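Test system: human clot-derived fibrin DD(E) complex / Quantity: 2 µM final DD(E) protein / Incubation: 10 min plus 3 h, room temperature / Measured by: fluorescence polarization / Benchmarks: high control of 10 µM Aha-Tn7 peptide / Replicates: singlicate testing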
HGIII-sPLA2 inh: human group III sPLA2 inhibitors, primary screen, biochemical, QFRET, BODIPY PC-A2 liposome substrate. Group 3 secretory phospholipase A2 (Homo sapiens), Q9NZ20. QFRET BODIPY PC-A2 liposome hydrolysis, fluorescence. inhibition, % at 12.2 µM. hit rate 0.56% among 370,000;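 active means inhibition above mean plus 3 SD of compounds lying within the high and low control bounds, cut at about 19% in these data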;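 further: 0% = median of test compound wells and 100% = no enzyme DMSO wells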
ARFGAP1 inh: inhibitors of rat ARFGAP1 GAP activity, primary screen, biochemical, fluorescence polarization, GDP tracer | Arfgap1-stimulated ARF1 GTP hydrolysis, GDP FP detection | hit rate 0.26% among 360,000 | ADP-ribosylation factor GTPase-activating protein 1 (Rattus norvegicus), Q62848 | inhibition, % at 16.5 µM;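 active means inhibition above a per-plate limit, mean inhibition of low control wells plus 3 SD, cut at about 25% in these data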;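 further: 0% = DMSO wells with enzyme and 100% = wells lacking Arfgap1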
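Material: truncated rat Arfgap1 GAP domain; Incubation: compound-enzyme preincubation 20 min, reaction 120 min, detection 60 min, 25 °C; Read-out: percent inhibition of Arfgap1-stimulated GTP hydrolysis; Technique: FP, GDP Alexa 633 tracer displaced from anti-GDP antibody, 620/688 nm; Controls: No-Arfgap1 wells (100%) versus DMSO full-reaction wells (0%); Replication: single well per compound.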
NR1D1 modulator: modulators of Rev-erb alpha DNA binding, primary screen, biochemical, FITC-DNA, fluorescence polarization, uHTS. Nuclear receptor subfamily 1 group D member 1 (Homo sapiens), P20393. Rev-erbα–FITC-DNA binding, 90 min. activity, % at 10 µM. hit rate 0.79% among 370,000. AID 1259318, 2017;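 active means activity above about 14%, limit read from the data; passing the limit was not always enough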;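 further: 0% = DMSO wells with 35 nM protein and 100% = DMSO wells with 750 nM protein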
ASAP1 inh: inhibitors of human ASAP1 ArfGAP activity, primary screen, biochemical, fluorescence polarization. Arf-GAP with SH3 domain, ANK repeat and PH domain-containing protein 1 (Homo sapiens), …. ASAP1-stimulated ARF1 GTP hydrolysis, GDP FP detection. inhibition, % at 16.5 µM. hit rate 0.19% among 360,000. AID 624377, 2012; in the data active means inhibition above about 25%;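 further: 0% = vehicle with enzyme and substrate and 100% = no enzyme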
PLCg1 inh: PLC-gamma1 enzyme inhibitors, primary screen, biochemical, fluorescence, purified enzyme. AID 720700, 2013. fluorogenic substrate. inhibition, % at 12.2 µM. hit rate 0.84% among 370,000; in the data active means inhibition above about 9.5%
proKLK7 act: proKLK7 zymogen activators, primary screen, biochemical, fluorescence intensity. purified proKLK7, EDANS-DABCYL substrate fluorescence; 100% is mature enzyme control, 0% vehicle. Kallikrein-7 (Homo sapiens), P49862. hit rate 0.9% among 370,000. activation, % at 7 µM;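 active means activation above the mean of all tested compounds plus 3 SD, computed per campaign excluding outliers beyond control limits, cut at about 13% in these data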
Target sequence (P49862 whole entry, looked up): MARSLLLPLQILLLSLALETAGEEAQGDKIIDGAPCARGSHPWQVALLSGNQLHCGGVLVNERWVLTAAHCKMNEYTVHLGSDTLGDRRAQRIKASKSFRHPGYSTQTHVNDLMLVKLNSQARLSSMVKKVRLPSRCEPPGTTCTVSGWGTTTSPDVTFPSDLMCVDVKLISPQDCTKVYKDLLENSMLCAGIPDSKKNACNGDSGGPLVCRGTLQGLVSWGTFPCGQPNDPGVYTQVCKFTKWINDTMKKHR
Numbers without * were called inactive.

Screening Cc1cc(C)cc(N(C(=O)Cn2nnc3ccccc32)C(C(=O)NCc2ccco2)c2ccncc2)c1 (stereo not drawn) returned PLC-beta3 inh 2, UHRF1 MBD2 ctr -2, Tn6 DDE FP -3, Tn7 DDE FP 2, HGIII-sPLA2 inh -6, ARFGAP1 inh -4, NR1D1 modulator 4, ASAP1 inh 0, PLCg1 inh 2 and proKLK7 act 0.0.
For O=C(CSc1nnc(CNC(=O)c2cccs2)o1)Nc1cccc(C(F)(F)F)c1 the results were PLC-beta3 inh -2, UHRF1 MBD2 ctr 0, Tn6 DDE FP 2, Tn7 DDE FP 1, HGIII-sPLA2 inh -10, ARFGAP1 inh 10, NR1D1 modulator 6, ASAP1 inh -7, PLCg1 inh 2 and proKLK7 act 0.8.
`COC(=O)c1ccccc1NC(=O)COC(C)=O` gave PLC-beta3 inh -1, UHRF1 MBD2 ctr 2, Tn6 DDE FP 3, Tn7 DDE FP -5, HGIII-sPLA2 inh 10, ARFGAP1 inh 9, NR1D1 modulator -1, ASAP1 inh -6, PLCg1 inh 0 and proKLK7 act 0.1.
Screening Cc1cc(Br)ccc1NC(=O)CN(C)C(=O)c1cccc(S(=O)(=O)N2CCN(C)CC2)c1 returned PLC-beta3 inh -4, UHRF1 MBD2 ctr 8, Tn6 DDE FP -6, Tn7 DDE FP -4, HGIII-sPLA2 inh -11, ARFGAP1 inh -11, NR1D1 modulator 2, ASAP1 inh -19, PLCg1 inh 2 and proKLK7 act 0.1.
For COc1cccc2c(=O)n(CC(=O)Nc3ccccc3)ccc12 the results were PLC-beta3 inh 4, UHRF1 MBD2 ctr 0, Tn6 DDE FP -2, Tn7 DDE FP 1, HGIII-sPLA2 inh -5, ARFGAP1 inh 4, NR1D1 modulator 8, ASAP1 inh 6, PLCg1 inh 2 and proKLK7 act -0.1.
Cc1ccc2[nH]c3c(c2c1)CCCC3C(N)=O (stereo not drawn) was read as PLC-beta3 inh -25, UHRF1 MBD2 ctr -4, Tn6 DDE FP -12, Tn7 DDE FP -7, HGIII-sPLA2 inh 1, ARFGAP1 inh -9, NR1D1 modulator 1, ASAP1 inh 1, PLCg1 inh -20 and proKLK7 act 1.5.
Cc1cccc(NC(=O)CSc2nnc(C)c(=O)n2N)c1 was read as PLC-beta3 inh -6, UHRF1 MBD2 ctr 0, Tn6 DDE FP -12, Tn7 DDE FP -4, HGIII-sPLA2 inh 0, ARFGAP1 inh 6, NR1D1 modulator -5, ASAP1 inh 11, PLCg1 inh 3 and proKLK7 act 0.0.
Screening ClC(Cl)c1nnc(-c2ccccc2)c(-c2c[nH]c3ccccc23)n1 returned PLC-beta3 inh -14, UHRF1 MBD2 ctr 2, Tn6 DDE FP -3, Tn7 DDE FP 0, HGIII-sPLA2 inh 1, ARFGAP1 inh 6, NR1D1 modulator -1, ASAP1 inh -2, PLCg1 inh -11 and proKLK7 act -0.1.
CCOC(=O)CNC(=O)CSc1nc(-c2cccc(C)c2)ns1 was read as PLC-beta3 inh -6, UHRF1 MBD2 ctr 1, Tn6 DDE FP -7, Tn7 DDE FP -11, HGIII-sPLA2 inh -13, ARFGAP1 inh 7, NR1D1 modulator -1, ASAP1 inh 1, PLCg1 inh -2 and proKLK7 act 0.5.
`CC1CCCC(NC(=O)COC(=O)COc2ccccc2Cl)C1C` (stereo not drawn) gave PLC-beta3 inh -5, UHRF1 MBD2 ctr 0, Tn6 DDE FP 1, Tn7 DDE FP 3, HGIII-sPLA2 inh -3, ARFGAP1 inh 0, NR1D1 modulator 6, ASAP1 inh -3, PLCg1 inh 0 and proKLK7 act 0.6.
For Cc1nc2ccc(NC(=O)c3ccco3)cc2nc1C the results were PLC-beta3 inh -4, UHRF1 MBD2 ctr 0, Tn6 DDE FP -3, Tn7 DDE FP -6, HGIII-sPLA2 inh 0, ARFGAP1 inh 8, NR1D1 modulator 0, ASAP1 inh 0, PLCg1 inh -4 and proKLK7 act -0.2.
Cc1ccc(CNC(=O)COC(=O)c2cc(=O)[nH]c3ccccc23)cc1 was read as PLC-beta3 inh -70, UHRF1 MBD2 ctr -3, Tn6 DDE FP 5, Tn7 DDE FP 2, HGIII-sPLA2 inh -3, ARFGAP1 inh -4, NR1D1 modulator 1, ASAP1 inh 12, PLCg1 inh -53 and proKLK7 act -13.
`CCCCNC(=O)c1ccc2nc(CC)c(N(C)Cc3cccs3)n2c1` gave PLC-beta3 inh -8, UHRF1 MBD2 ctr -3, Tn6 DDE FP 1, Tn7 DDE FP 3, HGIII-sPLA2 inh 2, ARFGAP1 inh -8, NR1D1 modulator 9, ASAP1 inh -4, PLCg1 inh -6 and proKLK7 act 0.3.
Screening CC(C)C12CCC(C(=O)O)C(C1)C(=O)O2 (stereo not drawn) returned PLC-beta3 inh 2, UHRF1 MBD2 ctr 1, Tn6 DDE FP -1, Tn7 DDE FP 1, HGIII-sPLA2 inh 6, ARFGAP1 inh 11, NR1D1 modulator -5, ASAP1 inh -3, PLCg1 inh 2 and proKLK7 act -0.3.
For O=C(C1CCCCC1)N(CCN1CCCC1)c1nc2ccccc2s1 the results were PLC-beta3 inh 0, UHRF1 MBD2 ctr 4, Tn6 DDE FP -7, Tn7 DDE FP -2, HGIII-sPLA2 inh -4, ARFGAP1 inh 0, NR1D1 modulator -2, ASAP1 inh 7, PLCg1 inh 7 and proKLK7 act 0.0.
Screening CCCOc1ccc2c(CC)cc(=O)oc2c1C returned PLC-beta3 inh -22, UHRF1 MBD2 ctr 3, Tn6 DDE FP 4, Tn7 DDE FP 1, HGIII-sPLA2 inh 10, ARFGAP1 inh 3, NR1D1 modulator 3, ASAP1 inh -9, PLCg1 inh -6 and proKLK7 act 0.3.
For COc1cc2c(-c3ccc4[nH]ccc4c3)c(-c3ccc(C#N)cc3)oc(=O)c2cc1OC the results were PLC-beta3 inh -98, UHRF1 MBD2 ctr -1, Tn6 DDE FP -4, Tn7 DDE FP -2, HGIII-sPLA2 inh 0, ARFGAP1 inh 19, NR1D1 modulator 4, ASAP1 inh 18, PLCg1 inh -69 and proKLK7 act -3.8.
For O=C(CSc1n[nH]c(=O)n1Cc1ccco1)Nc1ccccc1 the results were PLC-beta3 inh -5, UHRF1 MBD2 ctr 13, Tn6 DDE FP 5, Tn7 DDE FP -4, HGIII-sPLA2 inh 3, ARFGAP1 inh 7, NR1D1 modulator 4, ASAP1 inh 10, PLCg1 inh 1 and proKLK7 act 0.7.
For Cc1ccc(OCc2ccc(C(=O)Nc3c(C)nn(Cc4c(F)c(F)c(F)c(F)c4F)c3C)o2)c([N+](=O)[O-])c1 the results were PLC-beta3 inh 2, UHRF1 MBD2 ctr 5, Tn6 DDE FP -10, Tn7 DDE FP 0, HGIII-sPLA2 inh -31, ARFGAP1 inh 7, NR1D1 modulator 4, ASAP1 inh 14, PLCg1 inh 2 and proKLK7 act 0.1.
Screening CC1(C)CC(=O)C2=C(C1)N(c1ccccc1)C(=O)C(C(=O)OCc1ccccc1)C2 (stereo not drawn) returned PLC-beta3 inh -1, UHRF1 MBD2 ctr -1, Tn6 DDE FP 2, Tn7 DDE FP -1, HGIII-sPLA2 inh -45, ARFGAP1 inh 9, NR1D1 modulator -6, ASAP1 inh 0, PLCg1 inh 2 and proKLK7 act 0.3.
`CC(=O)NC1(C(F)(F)F)C(=O)N(Cc2ccccc2)C2=C1C(=O)CC(C)(C)C2` (stereo not drawn) gave PLC-beta3 inh -2, UHRF1 MBD2 ctr -1, Tn6 DDE FP -7, Tn7 DDE FP 0, HGIII-sPLA2 inh -2, ARFGAP1 inh 7, NR1D1 modulator -1, ASAP1 inh -2, PLCg1 inh 4 and proKLK7 act 0.1.
Screening O=C(CNc1ccccc1)N/N=C/c1cn(-c2ccccc2)nc1-c1ccccc1 returned PLC-beta3 inh -1, UHRF1 MBD2 ctr 2, Tn6 DDE FP 5, Tn7 DDE FP 7, HGIII-sPLA2 inh 16, ARFGAP1 inh -6, NR1D1 modulator 2, ASAP1 inh 0, PLCg1 inh -2 and proKLK7 act 0.2.
Screening COC(=O)/C=C1/SC(=NC(=O)c2ccc(Cl)cc2)NC1=O returned PLC-beta3 inh -8, UHRF1 MBD2 ctr 7, Tn6 DDE FP -2, Tn7 DDE FP -4, HGIII-sPLA2 inh 0, ARFGAP1 inh 8, NR1D1 modulator -3, ASAP1 inh 1, PLCg1 inh 2 and proKLK7 act -0.3.
Screening COc1ccccc1NS(=O)(=O)c1cc(C(=O)NC2CCN(Cc3ccccc3)CC2)ccc1C returned PLC-beta3 inh -3, UHRF1 MBD2 ctr 0, Tn6 DDE FP 0, Tn7 DDE FP 2, HGIII-sPLA2 inh -30, ARFGAP1 inh 2, NR1D1 modulator -2, ASAP1 inh 2, PLCg1 inh 0 and proKLK7 act 0.7.

Among those listed so far, 2 have a CF3 group:
For O=C(CSc1nnc(CNC(=O)c2cccs2)o1)Nc1cccc(C(F)(F)F)c1 the results were PLC-beta3 inh -2, UHRF1 MBD2 ctr 0, Tn6 DDE FP 2, Tn7 DDE FP 1, HGIII-sPLA2 inh -10, ARFGAP1 inh 10, NR1D1 modulator 6, ASAP1 inh -7, PLCg1 inh 2 and proKLK7 act 0.8.
`CC(=O)NC1(C(F)(F)F)C(=O)N(Cc2ccccc2)C2=C1C(=O)CC(C)(C)C2` (stereo not drawn) gave PLC-beta3 inh -2, UHRF1 MBD2 ctr -1, Tn6 DDE FP -7, Tn7 DDE FP 0, HGIII-sPLA2 inh -2, ARFGAP1 inh 7, NR1D1 modulator -1, ASAP1 inh -2, PLCg1 inh 4 and proKLK7 act 0.1.

Screening results: PubChem, several laboratories
